MCF10A rerep: A quantitative high throughput screen for small molecules that induce DNA re-replication in MCF 10a normal breast cells. MCF 10A DNA re-replication, Hoechst nuclear intensity, 48 h. Potency, µM (doses to about 46.1 µM), for the others: at the top dose activity, positive = re-replication, hits mostly activators. actives 2.9% (n = 350,000). AID 624296, 2012; also: potency is read from the fitted curve at half-maximal effect; % of control where 0% means no effect; nearly all actives have a fitted effect of over 50% in size
IL1B secr inh: qHTS for Inhibitors of Inflammasome Signaling: IL-1-beta AlphaLISA Primary Screen; THP-1 LPS/ATP IL-1B secretion, AlphaLISA, 16 h; stronger effect = lower value; activity change, % at 57.5 µM; actives 4.7% (n = 360,000); AID 743279, 2014; in the data active = activity change below about -50%; inconclusive = mostly about -30% to -49%; also: % is scaled to controls: 0 for no effect and ±100 for the full control effect
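Secreted IL-1B measured by AlphaLISA bead assay after 16 h compound exposure of THP-1 cells; compounds (final up to 57.5 uM) added 1 h before LPS (250 ng/mL) and ATP (1.25 mM) stimulation; lower signal means less secretion.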
ATXN2 expr inh: Primary qHTS for Inhibitors of ATXN expression | HEK-293 ATXN2-luciferase reporter, luminescence, 24 h | Potency, µM (highest dose often 57 µM), without a hit: at the top dose activity change, negative = inhibition, actives largely listed as inhibitors | actives 0.72% (n = 360,000); also: potency is read from the fitted curve at half-maximal effect; % is scaled to controls: 0 for no effect and ±100 for the full control effect; nearly all actives have a fitted effect of over 55% in size
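ATXN2-luciferase reporter cells (luciferase flanked by upstream and downstream ATXN2 gene portions) were treated 24 h at 37 °C with compounds at up to 57 uM. SteadyGlo luminescence gave expression; GF-AFC fluorescence gave viability.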
Nrf2 activator: qHTS of Nrf2 Activators. Potency, µM (highest dose often 46.1 µM), for the others: at the top dose activation, hits mostly activators. AID 624171, 2012. AREc32 ARE-luciferase reporter (MCF7-derived line), luminescence, 24 h. actives 0.31% (n = 410,000); also: potency is read from the fitted curve at half-maximal effect; % of control where 0% means no effect; nearly all actives have a fitted effect of over 65% in size
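For detection, Steady-Glo was added and plates sat 30 min at RT; before that, AREc32_Fluc cells grown overnight in OPTI-MEM/5% FBS had been treated with 23 nL compound for 24 hr at 37 deg C.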
HepG2 viability: qHTS for Inhibitors of TGF-b: Cytotox Counterscreen. HepG2 CAGA-GFP viability, ATP luminescence, 18 h. Potency, µM (series often up to 46.1 µM), for the others: at the highest dose activity change, negative = cytotoxicity, actives largely listed as cytotoxic. actives 0.76% (n = 410,000). AID 588856, 2011; also: potency is read from the fitted curve at half-maximal effect; some results filed as inactive show a strong effect at the top dose
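HepG2 CAGA-GFP cells (1000/well, DMEM with 1% FBS) received compound, then TGF-beta at 500 pg/mL final, and were incubated 18 hours at 37 degrees C. Viability was read by CellTiter-Glo luminescence. Media-only wells were set as complete cell-killing and DMSO as no toxicity.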
S2 tox: Viability Counterscreen for Primary qHTS for Inhibitors of ATXN expression | S2 cells (HEK-293 line with an ATXN2-luciferase reporter) viability, CellTiter-Fluor protease fluorescence, 24 h | Potency, µM (doses to about 56.7 µM), usual class: cytotoxic | actives 0.49% (n = 400,000) | AID 651635, 2014; also: potency is read from the fitted curve at half-maximal effect; nearly all actives have a fitted effect of over 40% in size
Nrf2 block: Nrf2 qHTS screen for inhibitors. Potency, µM (top dose mostly 46 µM), for inactives: at the top dose activity change, negative = inhibition, actives largely listed as inhibitors. actives 2.1% (n = 360,000). A549 ARE-Fluc reporter, luciferase luminescence, 18-24 h; also: potency is read from the fitted curve at half-maximal effect; % is scaled to controls: 0 for no effect and ±100 for the full control effect; nearly all actives have a fitted effect of over 60% in size
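A549 ARE_Fluc cells (5000/well, 5% FBS OPTI-MEM) pre-incubated 2 h, then treated with compounds 18-24 h at 37C/5% CO2 in concentration-response. CellTiter-Fluor viability read first; BugLite luciferase luminescence after 15 min at room temperature gives Nrf2 activity.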
A549 viability: Nrf2 qHTS screen for inhibitors: counterscreen for cytotoxicity; Potency, µM (titrated, usually from 46 µM), inactives show top-dose activity change, negative = cytotoxicity, actives largely listed as inhibitors; A549 ARE-Fluc cells, CellTiter-Fluor viability, 18-24 h; AID 504648, 2011; actives 0.16% (n = 390,000); also: potency is read from the fitted curve at half-maximal effect; % is scaled to controls: 0 for no effect and ±100 for the full control effect
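A549 ARE-Fluc cells in 5% FBS OPTI-MEM, 5000 cells/well, rested 2 h then exposed to compounds in concentration-response for 18-24 h at 37 °C. Viability by CellTiter-Fluor fluorescence (Ex 405/Em 525) after 30 min; luciferase luminescence (BugLite, 15 min, RT) read afterwards.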
TGFb SMAD3 inh: qHTS for Inhibitors of TGF-b; HepG2 CAGA-GFP TGF-b/SMAD3 reporter, GFP fluorescence, 18 h; TGF-beta stimulated, 500 pg/mL final; Potency, µM (doses to about 46.1 µM), without a hit: at the highest dose activity, negative = inhibition, usual class: inhibitors; actives 1.2% (n = 410,000); AID 588855, 2011; also: potency is read from the fitted curve at half-maximal effect; % is scaled to controls: 0 for no effect and ±100 for the full control effect; nearly all actives have a fitted effect of over 65% in size
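Inhibition of TGF-beta-driven CAGA-GFP reporter expression in HEPG2 cells is measured by cellular GFP fluorescence after 18 h stimulation with 500 pg/mL recombinant TGF-beta in 1% FBS medium at 37 degrees C.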
Numbers without * were called inactive; i = inactive; ? = inconclusive; · = not tested or not shown; [ ] = dose if it differs, or a comment. Unless noted, calls follow the shape of the dose curve; as a rule, active = well fitted curve in the direction sought with a large enough effect; inconclusive = small, poorly fitted or top-dose-only effect, or another doubt; inactive = no such curve, though single readings can be large; an effect the other way counts as inactive or inconclusive. Compounds as they come; overall some 8.8% were active at least once.

The opening two entries, to show the layout:
SMILES | MCF10A rerep | IL1B secr inh | ATXN2 expr inh | Nrf2 activator | HepG2 viability | S2 tox | Nrf2 block | A549 viability | TGFb SMAD3 inh
Cc1cc(C)n(C(=O)CCCn2nc(C)c([N+](=O)[O-])c2C)n1 | 2% | -16 | 2% | -0.2% | -3% | i | ? | -4% | 0%
CCCCCCc1cc2cc(-c3nnc(-c4cc(OC)c(OC)c(OC)c4)o3)c(=O)oc2cc1O | 0.52µM* | 40 | -19% | -0.3% | 6% | · | 6% | · | 60%[activator]

All compounds of this part, repeating the preview:
SMILES | MCF10A rerep | IL1B secr inh | ATXN2 expr inh | Nrf2 activator | HepG2 viability | S2 tox | Nrf2 block | A549 viability | TGFb SMAD3 inh
Cc1cc(C)n(C(=O)CCCn2nc(C)c([N+](=O)[O-])c2C)n1 | 2% | -16 | 2% | -0.2% | -3% | i | ? | -4% | 0%
CCCCCCc1cc2cc(-c3nnc(-c4cc(OC)c(OC)c(OC)c4)o3)c(=O)oc2cc1O | 0.52µM* | 40 | -19% | -0.3% | 6% | · | 6% | · | 60%[activator]
Cc1ccc(/C=N/NC(=O)c2nnn(-c3nonc3N)c2CSc2ccc(Cl)cc2)o1 | 2% | 7 | -20% | -0.6% | 12% | i | ? | -6% | 3%
O=C(CCn1c(=O)c2cccn2c2cccnc21)N1CCN(c2ccccc2)CC1 | · | · | · | 5.4% | -19% | · | 2% | 7% | -8%
COc1ccc(-c2c(C)nc(N)nc2-c2ccc(OC)cc2O)cc1 | 3% | 11 | 1% | 0.9% | -12% | i | -7% | 1% | 11%
CCOc1cccc(C(=O)Nc2c(C(=O)c3ccc(OC)cc3)oc3ccccc23)c1 | · | · | · | -0.9% | 0% | · | ? | 0% | -5%
Cc1c(C(=O)NCc2cccc(Cl)c2)sc(=O)n1Cc1ccc(F)cc1 | · | -58* | -24% | 3.8% | -18% | i | · | · | ?
CC(C)CN(C(=O)Cn1nnc(-c2ccc(F)cc2)n1)C1CCS(=O)(=O)C1 (stereo not given) | ? | -16 | 1% | -0.5% | -3% | i | -4% | -6% | 4%
CC(Nc1nc2ncn(Cc3ccccc3)c2c(=O)[nH]1)C(=O)O (stereo not given) | -6% | 3 | 24% | 0.2% | 9% | i | -3% | -10% | -2%
NNC(=O)/C=C/c1ccc(Cl)cc1Cl | -2% | -18 | -7% | 3.6% | -2% | i | -5% | 1% | -2%
O=C(Cn1cnc2ccccc2c1=O)Nc1cccc(-c2nnc3n2CCCCC3)c1 | 5% | -18 | 2% | 1.4% | -12% | i | · | 2% | 24%
Cc1nnc(N2CCC(C(=O)N3CCCCC3)CC2)c2nn(-c3ccccc3)c(C)c12 | · | · | -9% | 0.5% | -3% | i | 8% | 9% | -19%
CCn1c(SCC(=O)Nc2oc(-c3ccccc3)c(-c3ccccc3)c2C#N)nnc1-c1ccco1 | ? | -14 | -2% | 2.4% | -5% | i | · | 1% | ?
CC(c1ccccc1)C1CC(=O)N(Cc2ccccc2)C1=O (stereo not given) | -2% | 1 | 11% | -0.4% | -10% | i | 20% | -1% | 0%
CCOC(=O)CSc1ccc(C(=O)NCCN2CCOCC2)cc1[N+](=O)[O-] | 8% | 10 | -10% | 0.5% | 10% | i | 8% | -2% | 0%
O=[N+]([O-])c1cnccc1Nc1ccc(Cl)cc1 | 1% | -11 | -14% | -0.5% | -5% | i | 1% | 1% | 5%
Cc1ccc(NC(=S)Nc2ccc3[nH]c(=O)[nH]c3c2)cc1 | 7% | ? | 5% | 2.4% | -1% | i | 26% | -3% | 14%
Cc1cccc(-c2nn(-c3ccccc3)cc2CNCCO)c1 | · | · | · | · | -52% | · | -3% | 2% | ?
CCOC(=O)N1CCN(S(=O)(=O)N2CCCC(C(=O)NC(C)c3ccccc3)C2)CC1 (stereo not given) | 2% | 2 | -16% | 1.9% | 6% | i | -25% | -4% | 8%
CN(c1ccccc1)S(=O)(=O)c1cccc(NC(=O)Nc2ccc(Cl)cc2C#N)c1 | -1% | -9 | 14% | -0.6% | -45% | i | -20% | 1% | -20%
CCC(=O)N1CCc2cc(Br)cc(S(=O)(=O)N3CCCC(C(=O)NCc4cccc(OC)c4)C3)c21 (stereo not given) | · | · | -11% | 0.1% | -41% | i | -12% | 16% | ?
CCOC(=O)C1=C(COC(=O)c2cc(Br)c(Br)s2)NC(=O)NC1C (stereo not given) | 0% | 10 | -4% | 0.0% | -2% | i | -3% | 0% | -3%
CCCCC(=O)Nc1ccc(C(=O)OCc2cc(=O)n3ccsc3n2)cc1 | · | · | -13% | 6.5% | -6% | i | · | -1% | 15%
COc1ccc(C(=O)CCC(=O)Nc2cccnc2)cc1 | -3% | 16 | -16% | -0.5% | 11% | i | -22% | -2% | -8%
CC(=O)N(c1cccc(Br)c1)c1nc(C)cc(C)c1C#N | -3% | · | -5% | 2.2% | -20% | ? | -14% | -7% | -21%
Cn1c(SCC(=O)NCCc2ccccc2)nc2c([nH]c3ccccc32)c1=O | 2% | 14 | · | 2.5% | 6% | i | -17% | 0% | -1%
Nc1ccc(S(=O)(=O)Nc2nccc(/C=C/c3cccc([N+](=O)[O-])c3)n2)cc1 | · | ? | · | 5.6% | 0% | ? | · | · | 1%
CCN(CC)S(=O)(=O)c1ccc(OCC(=O)NC(=O)Cc2ccccc2)c([N+](=O)[O-])c1 | 3% | 31 | 7% | -0.1% | -15% | i | -28% | -2% | -18%
CN(C)S(=O)(=O)c1cc(NC(=O)CSc2nn(-c3ccc(Cl)cc3)c(=S)s2)ccc1Cl | 7% | -28 | ? | 4.9% | 4% | i | ? | -26% | 11µM*
CC(NC(=O)CCNC(=O)c1ccco1)c1ccc(F)cc1 (stereo not given) | -45%[inhibitor] | 0 | 3% | 0.1% | -6% | i | -10% | -1% | 6%
NC(=O)CSc1nnc(-c2ccncc2)n1-c1ccc(Cl)cc1 | -2% | 15 | 7% | 0.3% | -1% | i | 11% | -2% | -3%
CN1CCN(c2ccc([N+](=O)[O-])cc2C(=O)c2ccc(Cl)cc2)CC1 | 12µM* | 9 | ? | -1.5% | -10% | ? | · | ? | 22%
COc1ccc(C2(O)C(=O)Nc3ccccc32)cc1 (stereo not given) | -1% | 16 | -7% | -0.7% | -8% | i | 1% | 1% | -1%
COc1cc(NS(=O)(=O)c2ccc3c(c2)n(C)c(=O)n3C)cc(OC)c1 | 3% | 8 | 16% | 4.1% | 2% | i | -16% | 3% | 0%
CSc1ccc(S(=O)(=O)NCC(=O)OCC(=O)N2CCCCC2C)cc1[N+](=O)[O-] (stereo not given) | 0% | 9 | 7% | -0.1% | -2% | i | 9% | -11% | ?
Cc1cc(NC(=O)CSc2nc3[nH]c(=O)cc(O)c3s2)ccc1Br | 6% | -3 | 0% | -0.6% | -4% | i | 21% | -6% | 0%
CCOC(=O)Cn1c(-c2cccnc2Cl)nc2ccccc21 | 0% | 10 | -2% | 0.0% | 1% | i | 9% | -6% | -1%
O=[N+]([O-])c1cccc(/C=N/N2CCN(Cc3ccc(Cl)cc3)CC2)c1 | 17% | -22 | -22% | 2.0% | 3% | i | ? | 1% | ?
CC(C)c1ccc(NC(=O)Nc2cc3sccc3n2C)cc1 | -7% | 7 | 16% | 5.7% | -3% | i | 15% | -2% | ?
O=C(CN(C(=O)CCC(=O)Nc1nccs1)c1ccccc1F)NCCc1ccccc1 | -3% | 14 | -4% | 0.2% | -5% | i | -1% | 0% | 1%
O=C(NCc1ccccc1)c1ccc(S(=O)(=O)C(F)F)cc1 | 0% | -20 | 1% | -0.5% | -59% | i | -18% | -11% | 12%
Cc1ccc2c(c1)c1c(n2CC(O)CN2CCCCCC2)CCCC1 (stereo not given) | ? | -74* | -29% | 6.8% | -41% | ? | 9% | 3% | -20%
Cc1ccc(-c2nc3nc(C)cc(N4CCN(c5cccc(C)c5C)CC4)n3n2)cc1 | · | · | -2% | -0.5% | -6% | i | 25% | 1% | -6%
COc1ccc(CCNC(=O)CN2C(=O)c3ccccc3S2(=O)=O)cc1OC | -1% | 5 | 2% | -0.1% | 8% | i | -8% | -17% | ?
Cc1ccc(CN2CCN(CC(=O)N3CCC(C(N)=O)CC3)C2=O)cc1 | -2% | 8 | 2% | -1.3% | 2% | i | 8% | -4% | 6%
O=C(Nc1cccc(Cl)c1)OCCOC(=O)Nc1cccc(Cl)c1 | ? | ? | ? | 0.4% | -28% | i | ? | -2% | ?
COc1ccc(CNC(=O)COc2ccc(S(=O)(=O)N3CCCCC3)cc2)cc1 | ? | 7 | -6% | 0.3% | -4% | i | -13% | 5% | -3%
COC(=O)[C@]12CCCCC=C1N(CCC1=CCCCC1)C(=O)[C@H](CC(=O)NCc1ccc(OC)c(OC)c1)C2 | · | -12 | -16% | -0.5% | · | ? | · | · | ·
CCOC(=O)c1sc(NC(=O)c2ccccc2C(=O)O)c(C(=O)OCC)c1C | 9% | ? | -21% | 0.0% | -2% | i | -16% | 0% | -12%
S=c1[nH]nc(-c2ccccc2Cl)n1/N=C/C=C/c1ccco1 | 1% | -17 | 0% | ? | 29% | i | 4% | 1% | 17%
C/C(=N\NC(=O)c1ccccc1OCCOc1ccccc1)c1ccccc1F | ? | -65* | -13% | 0.5% | -19% | ? | ? | ? | 20µM*
CCn1c(C(=O)N2CCC(C(=O)NCCCOC)CC2)cc2sccc21 | · | · | · | 0.3% | -52% | · | 11% | 0% | ?
CCCCn1c(-c2cccs2)nc2nc3ccccc3nc21 | 14% | 5 | 26% | 10% | 0% | i | -26% | -18% | 87%[activator]
